Screening results: PubChem BioAssay, The Scripps Research Institute Molecular Screening Center
M1 antag: human M1 muscarinic receptor antagonists, primary screen, CHO-K1 cells, Fluo-8 calcium fluorescence, 1536-well. CHO-K1 hM1, ACh EC80 antagonist. inhibition, % at 3 µM. 1.3% of 360,000 active. AID 588852, 2011;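 active means percent inhibition above its own plate's cutoff, namely the mean of that plate's compound wells plus 3 SD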;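 further: peak over basal fluorescence ratio during 140 s after agonist addition; 0% = ACh EC80 plus DMSO and 100% = DMSO alone without agonist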
CHRM1 agonist: human M1 muscarinic receptor agonists, primary screen, Fluo-8 calcium fluorescence, CHO-K1 cells, HTS; AID 588814, 2011; CHO-K1 hM1, agonist mode; 0% DMSO, 100% acetylcholine EC100; activation, % at 3 µM; 0.33% of 360,000 active;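 active means activation above the run's mean compound activation plus 3 SD, cut at about 16% in these data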;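 further: peak over basal fluorescence ratio within a 140 s kinetic read after compound addition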
CHO-K1 Ca ag: counter-screen for M1 agonists: effect in parental CHO-K1 cells | Fluo-8 calcium fluorescence; scaled to maximal ATP response, vehicle zero | activation, % at 3 µM | 0.48% of 360,000 active | AID 602248, 2012; in the data active means activation above about 15%;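 further: untransfected CHO-K1 host cells lacking M1 receptor as counterscreen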
OXTR potentiate: human OXTR potentiators, primary screen, fluorescence, CHO-OTR cells, Fluo-8 calcium | activation, % at 3 µM | AID 2445, 2010 | 0.061% of 320,000 active | Fluo-8 calcium fluorescence, potentiator mode; 0% = oxytocin EC15, 100% = EC100;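 active means activation above that plate's cutoff, the mean activation of tested compounds plus 3 SD, cut at about 6.6% in these data, passing the limit was not always enough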;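 further: 100% uses oxytocin at 75 nM as the full agonist control; some results filed as inactive read as strong as hits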
Target sequence (P30559 whole entry, looked up): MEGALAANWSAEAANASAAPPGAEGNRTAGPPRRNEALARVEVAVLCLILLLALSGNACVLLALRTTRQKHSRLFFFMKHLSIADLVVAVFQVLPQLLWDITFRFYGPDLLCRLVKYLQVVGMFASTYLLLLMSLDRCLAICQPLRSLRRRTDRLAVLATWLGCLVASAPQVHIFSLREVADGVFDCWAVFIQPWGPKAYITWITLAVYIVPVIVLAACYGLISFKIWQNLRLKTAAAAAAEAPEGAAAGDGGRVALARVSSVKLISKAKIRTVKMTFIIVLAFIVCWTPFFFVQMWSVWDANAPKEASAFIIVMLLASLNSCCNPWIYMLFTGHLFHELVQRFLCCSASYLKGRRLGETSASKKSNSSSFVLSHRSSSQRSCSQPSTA
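Dosing: Single dose, 3.0 µM nominal final compound concentration | Material: Human OTR in CHO cells | Technique: Kinetic Fluo-8 calcium fluorescence | Benchmarks: EC15 oxytocin alone as 0%, 75 nM oxytocin as 100% | Probe or stimulus: Oxytocin at about EC15, sub-maximal agonist stimulus | Incubation: Compound 6 min at room temperature before oxytocin, 100 s read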
M4 antag: human M4 muscarinic receptor antagonists, primary screen, CHO cells, Fluo-8 calcium fluorescence. Muscarinic acetylcholine receptor M4 (Homo sapiens), P08173. CHO-hM4 cells, ACh EC80. inhibition, % at 3 µM. 0.73% of 360,000 active. AID 624125, 2012;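 active means inhibition above its plate's cutoff, the mean inhibition of sample wells plus 3 SD, cut at about 27% in these data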;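 further: 0% = acetylcholine EC80 with DMSO and 100% = DMSO without agonist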
Target sequence (P08173 whole entry, looked up): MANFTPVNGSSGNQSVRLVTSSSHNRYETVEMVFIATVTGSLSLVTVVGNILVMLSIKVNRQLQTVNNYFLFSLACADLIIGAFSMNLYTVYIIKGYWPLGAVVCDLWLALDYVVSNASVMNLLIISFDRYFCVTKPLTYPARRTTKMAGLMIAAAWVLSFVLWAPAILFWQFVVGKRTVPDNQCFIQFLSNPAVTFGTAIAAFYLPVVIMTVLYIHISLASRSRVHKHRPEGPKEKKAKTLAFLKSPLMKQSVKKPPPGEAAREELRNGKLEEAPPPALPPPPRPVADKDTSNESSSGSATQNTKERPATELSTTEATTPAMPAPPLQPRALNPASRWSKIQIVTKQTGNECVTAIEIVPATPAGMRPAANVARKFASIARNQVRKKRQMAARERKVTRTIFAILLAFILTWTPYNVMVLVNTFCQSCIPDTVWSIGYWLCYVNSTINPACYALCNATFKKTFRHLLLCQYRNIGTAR
CHO-K1 Ca antag: nonselective inhibitor or artifact in parental CHO-K1 cells; ATP-induced calcium, Fluo-8 fluorescence; inhibition, % at 3 µM; 0.6% of 360,000 active; AID 602250;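 active means inhibition above a per-plate cutoff, the plate's mean sample inhibition plus 3 SD, cut at about 24% in these data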;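 further: 0% = DMSO plus EC80 ATP and 100% = DMSO alone without ATP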
CHRM1 PAM: human M1 muscarinic receptor positive allosteric modulators, primary screen, CHO-K1 cells, Fluo-8 calcium fluorescence, 1536-well; activation, % at 3 µM; Muscarinic acetylcholine receptor M1 (Homo sapiens), P11229; 0.088% of 360,000 active; CHO-K1 hM1, ACh EC20; 0% = ACh EC20, 100% = maximal ACh; in the data active means activation above about 19%, passing the limit was not always enough
CHRM4 agonist: human M4 muscarinic receptor agonists, primary screen, CHO-K1 cells, Fluo-8 calcium fluorescence; CHO-K1 hM4/Gqi5; vehicle 0%, full acetylcholine response 100%; 0.14% of 360,000 active; AID 624127, 2012; activation, % at 3 µM;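 active means activation above the run mean over all test wells plus 3 SD, cut at about 32% in these data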;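 further: peak over basal fluorescence ratio per well then scaled between controls; 0% = DMSO wells and 100% = acetylcholine at EC100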
CHO parental Ca: ATP-evoked calcium signal inhibitors, parental CHO, primary screen, counter-screen for OX1R antagonist project, cell-based, fluorescence, Fluo-8 calcium dye. parental CHO-K1, ATP-induced calcium, Fluo-8 fluorescence. 0.63% of 330,000 active. inhibition, % at 5.6 µM;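 active means inhibition above that plate's mean sample inhibition plus 3 SD, cut at about 26% in these data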;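 further: 0% = ATP-challenged DMSO wells and 100% = DMSO wells without ATP; some compounds past the cut are filed as inactive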
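Measured by: calcium-sensitive Fluo-8 fluorescence / Test system: CHO parental line / Controls: ATP-challenged DMSO wells low, unchallenged DMSO wells high / Measure: % inhibition / Compound: single nominal dose of 5.6 µM per compound / Replicates: single well per compound, no replicates / Reagent: ATP as calcium-mobilizing challenge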
* hit, by the source's call; · = no result given.

1: CCOC(=O)Cn1c(S(=O)(=O)Cc2ccccc2Cl)nc(-c2ccccc2)c1-c1ccccc1
2: CCOc1cc(C(=O)Nc2ccc(F)cc2)cc(Br)c1OC
3: COc1cccc(-c2nc(CSCC(=O)NCC3CCCO3)c(C)o2)c1 (stereo not given)
4: CCCn1cc(CN2CCC(n3nccc3NC(=O)c3ccccc3)CC2)c(C)n1
5: CCOC1Cc2ccccc2N(C(N)=O)c2ccccc21 (stereo not given)
6: O=C(NCc1ccncc1)C1Cc2c(-c3ccc4c(c3)OCO4)ccnc2O1 (stereo not given)
7: COCC(=O)Nc1cc(C(=O)OC)cc(C(=O)OC)c1
8: CC(=O)Nc1cccc(N2C(=O)CC(N3CCC(C(=O)N4CCCCC4)CC3)C2=O)c1 (stereo not given)

Assay by compound	1	2	3	4	5	6	7	8
M1 antag	11	1	3	12	-8	-20	-5	-19
CHRM1 agonist	-5	-8	-4	-4	-2	-7	-4	6
CHO-K1 Ca ag	1.2	1.6	0.7	-0.5	-0.3	0.1	-0.2	0.0
OXTR potentiate	-9	-8	-3	-1	-4	·	-14	-1
M4 antag	24	3	13	-4	4	1	9	5
CHO-K1 Ca antag	-12	10	7	17	0	-1	-6	-16
CHRM1 PAM	-4	-1	4	0	4	6	8	11
CHRM4 agonist	-1	5	0	0	1	0	0	1
CHO parental Ca	-12	-3	-11	8	1	·	-1	-1

9: Cc1cccc(C)c1-n1nnnc1C(c1ccnc2ccccc12)N1CCN(C(=O)OCc2ccccc2)CC1 (stereo not given)
10: O=C(Cc1c(F)cccc1Cl)Nc1ccon1
11: COc1ccc(-n2c(SCc3ccc([N+](=O)[O-])cc3)nnc2-c2ccccc2)cc1
12: CC1(C)Cc2c(sc3nc(SCC(=O)O)nc(N)c23)CO1
13: COc1cccc(NC(=O)[C@@H]2CCC(=O)N2C2OC(=O)c3ccccc32)c1 (stereo not given in full)
14: O=C(NCCc1nc2ccc(Cl)cc2[nH]1)C1CCC(=O)N(Cc2cccc(F)c2)C1 (stereo not given)
15: COC(=O)c1c(NC(=O)CN2CCC3(O)CCCCC3C2c2ccc(F)cc2)sc(C)c1C (stereo not given)
16: CC(C)CN(C(=O)COC(=O)CCSc1ccc(Cl)cc1)c1c(N)n(Cc2ccccc2)c(=O)[nH]c1=O

Assay by compound	9	10	11	12	13	14	15	16
M1 antag	·	5	0	-11	0	-14	6	-16
CHRM1 agonist	·	-4	-10	-3	-5	0	-2	-2
CHO-K1 Ca ag	1.0	0.9	16*	0.9	0.0	-0.1	-0.1	0.4
OXTR potentiate	·	1	-5	-1	0	7	0	·
M4 antag	-10	7	-1	1	-1	4	-4	-7
CHO-K1 Ca antag	-25	-29	-1	-17	0	1	7	-6
CHRM1 PAM	·	9	5	4	-3	9	2	11
CHRM4 agonist	0	1	0	1	0	0	0	1
CHO parental Ca	·	-3	-20	-7	-11	-12	-36	·

17: Cc1ccc(C2C3=C(CC(C)(C)CC3=O)Nc3n[nH]c(C)c32)cc1 (stereo not given)
18: COc1cccc(NC(=O)CN(C)C(=O)Cc2ccc(Cl)cc2Cl)c1
19: CCc1nn(C(C)C(=O)NCCc2ccc(OC)c(OC)c2)c(=O)c2cc3occc3n12 (stereo not given)
20: CC(=O)Oc1cccc(C(=O)Nc2ccccc2C(=O)N2CCCC2)c1
21: CCN(Cc1ccncc1)Cc1nc(Cc2ccccc2Cl)no1
22: CCS(=O)(=O)c1ccc2c(c1)N(S(=O)(=O)c1ccc(OC)cc1)CC(C(=O)O)O2 (stereo not given)
23: Cc1ccc(C2C(C#N)=C(N)N(c3cccnc3)C3=C2C(=O)CCC3)c(C)c1 (stereo not given)
24: COc1ccc(OCCSc2ncnc3nc[nH]c23)cc1

Assay by compound	17	18	19	20	21	22	23	24
M1 antag	0	-6	-5	16	-11	-5	-2	-6
CHRM1 agonist	1	-9	-4	-2	1	-2	-2	4
CHO-K1 Ca ag	-0.1	2.6	-0.2	0.0	7.8	0.4	0.3	3.9
OXTR potentiate	-11	-1	-14	-6	-8	-14	-5	-8
M4 antag	1	-15	-3	4	2	4	-12	-6
CHO-K1 Ca antag	25*	-9	-9	8	7	0	14	1
CHRM1 PAM	4	-2	5	-4	4	6	5	5
CHRM4 agonist	0	3	1	1	8	0	2	7
CHO parental Ca	-28	-8	-16	-26	-2	-4	-16	-3

25: C/C(=N\N=C1/SC(CC(=O)O)C(=O)N1c1ccccc1)c1ccc(C)cc1 (stereo not given)
26: CCN(CC)S(=O)(=O)c1ccc(C(=O)NCCSc2c[nH]c3ccccc23)cc1
27: O=c1oc2ccccc2c(=O)c2ccccc12
28: CCOC(=O)N1CCC(N2CCCC(C(=O)c3ccc4cc(OC)ccc4c3)C2)CC1 (stereo not given)
29: O=S(=O)(c1ccccc1)c1nc(-c2ccc(Cl)cc2)oc1NCCCN1CCOCC1
30: O=C(c1ccc(S(=O)(=O)Nc2ccccc2F)cc1)N1CCCCCC1
31: Cc1cc(-c2ccccc2)nc2cc(C(=O)OC(C)C)nn12
32: Cn1cc(CN2CCN(c3ccccc3)CC2)c2ccccc21

Assay by compound	25	26	27	28	29	30	31	32
M1 antag	3	12	-12	7	-16	-4	1	31*
CHRM1 agonist	-4	-1	-2	-10	-2	-4	-5	-8
CHO-K1 Ca ag	-0.3	2.4	0.8	1.8	0.4	2.1	0.1	3.6
OXTR potentiate	-8	-5	·	4	·	-2	-7	-8
M4 antag	6	4	-5	6	0	-7	8	2
CHO-K1 Ca antag	4	5	-14	-4	1	-10	-3	2
CHRM1 PAM	3	-8	6	-16	8	4	0	-18
CHRM4 agonist	0	8	0	3	1	2	0	5
CHO parental Ca	5	-8	·	-17	·	-4	-12	-9

A second format for part of the listing above:
15) COC(=O)c1c(NC(=O)CN2CCC3(O)CCCCC3C2c2ccc(F)cc2)sc(C)c1C (stereo not given)
  M1 antag = 6
  CHRM1 agonist = -2
  CHO-K1 Ca ag = -0.1
  OXTR potentiate = 0
  M4 antag = -4
  CHO-K1 Ca antag = 7
  CHRM1 PAM = 2
  CHRM4 agonist = 0
  CHO parental Ca = -36
2) CCOc1cc(C(=O)Nc2ccc(F)cc2)cc(Br)c1OC
  M1 antag = 1
  CHRM1 agonist = -8
  CHO-K1 Ca ag = 1.6
  OXTR potentiate = -8
  M4 antag = 3
  CHO-K1 Ca antag = 10
  CHRM1 PAM = -1
  CHRM4 agonist = 5
  CHO parental Ca = -3

Later entries:
33: Cc1cc(=O)oc2c(C)c(OCC(=O)NCCCN3CCCC3=O)ccc12
34: COc1ccc(CC(=O)Nc2ccc(-c3csc(C)n3)cc2)cc1
35: CC(C)C(NC(=O)CCNC(=O)c1ccc(C(C)(C)C)cc1)c1nc2ccccc2[nH]1 (stereo not given)
36: O=C1NCC(COc2cccc3ccccc23)O1 (stereo not given)
37: COC(=O)c1cc(Br)c(=O)n(CCC2=CCCCC2)c1
38: CCOC(=O)CNC(=O)CSc1nnc(CCc2nc3ccccc3[nH]2)n1C
39: CSc1ncccc1C(=O)NC1CCN(Cc2ccccc2)CC1
40: O=C(CO/N=C/c1ccc(OC(F)F)cc1)NC1CCCCCC1

Assay by compound	33	34	35	36	37	38	39	40
M1 antag	6	-4	0	-12	4	-13	-2	-9
CHRM1 agonist	-4	-3	-5	-8	-5	-1	-4	-1
CHO-K1 Ca ag	0.5	1.0	-0.2	0.3	-0.4	1.6	3.9	4.4
OXTR potentiate	-4	-9	-8	-4	-5	-12	-1	-7
M4 antag	0	-14	-7	1	-6	-6	7	-8
CHO-K1 Ca antag	-12	-10	-13	4	-4	-8	-6	-24
CHRM1 PAM	1	3	2	6	-1	12	2	9
CHRM4 agonist	3	3	2	3	0	1	1	2
CHO parental Ca	-20	29	-31	-7	-22	-3	-5	-12

41: O=C(Nc1ccc(Cl)cn1)c1cccc2ccccc12
42: COc1cc(/C=N/NC(=O)COc2cccc(F)c2)ccc1OS(=O)(=O)c1ccc(C)cc1
43: COC(=O)[C@]1(C)N[C@H](c2ccc(-c3ccc(Cl)c(Cl)c3)cc2)[C@@H]2C(=O)N(C)C(=O)[C@@H]21
44: COc1ccc(CNC(=O)C(=O)NCC2OCCN2S(=O)(=O)c2ccc(C)cc2)cc1 (stereo not given)
45: COc1ccc(Cl)cc1NC(=O)c1cc(-c2ccccc2O)n[nH]1
46: COc1ccccc1C1N=C(c2ccccc2C)NO1 (stereo not given)
47: CN(C)c1ccc(P(=O)(OCc2ccccc2)C(O)c2ccncc2)cc1 (stereo not given)

Assay by compound	41	42	43	44	45	46	47
M1 antag	-16	16	-7	-15	0	-7	-5
CHRM1 agonist	-3	-6	-2	-1	-5	-6	-2
CHO-K1 Ca ag	0.4	1.8	2.4	0.4	2.5	1.6	0.3
OXTR potentiate	-14	-3	-6	-12	-7	-6	0
M4 antag	-7	17	-5	-14	-3	7	11
CHO-K1 Ca antag	-9	13	-16	-5	-2	-20	6
CHRM1 PAM	13	-11	11	11	5	10	10
CHRM4 agonist	0	6	3	0	6	2	2
CHO parental Ca	-12	3	-3	-8	7	-10	-7

Molecules from the list above that have an aryl thioether with sulfur outside any ring (seven):
11: COc1ccc(-n2c(SCc3ccc([N+](=O)[O-])cc3)nnc2-c2ccccc2)cc1
12: CC1(C)Cc2c(sc3nc(SCC(=O)O)nc(N)c23)CO1
16: CC(C)CN(C(=O)COC(=O)CCSc1ccc(Cl)cc1)c1c(N)n(Cc2ccccc2)c(=O)[nH]c1=O
24: COc1ccc(OCCSc2ncnc3nc[nH]c23)cc1
26: CCN(CC)S(=O)(=O)c1ccc(C(=O)NCCSc2c[nH]c3ccccc23)cc1
38: CCOC(=O)CNC(=O)CSc1nnc(CCc2nc3ccccc3[nH]2)n1C
39: CSc1ncccc1C(=O)NC1CCN(Cc2ccccc2)CC1

Assay by compound	11	12	16	24	26	38	39
M1 antag	0	-11	-16	-6	12	-13	-2
CHRM1 agonist	-10	-3	-2	4	-1	-1	-4
CHO-K1 Ca ag	16*	0.9	0.4	3.9	2.4	1.6	3.9
OXTR potentiate	-5	-1	·	-8	-5	-12	-1
M4 antag	-1	1	-7	-6	4	-6	7
CHO-K1 Ca antag	-1	-17	-6	1	5	-8	-6
CHRM1 PAM	5	4	11	5	-8	12	2
CHRM4 agonist	0	1	1	7	8	1	1
CHO parental Ca	-20	-7	·	-3	-8	-3	-5

No enrichment for hits; 2.9% or so of the library scored in one or more.
